PME-1 primary – PME-1 (human) inhibition; 0.53% of 320,000 active; AID 2130; inhibition, % at 5.9 µM; recombinant PME-1, FP-Rh probe fluorescence polarization; Q9Y570;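 active = inhibition above the campaign mean of all compounds plus 3 SD, cut at about 26% in these data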;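 also: competitive labeling of PME-1 active site by serine hydrolase directed probe; 0% = PME-1 with DMSO and 100% = wells lacking PME-1 enzyme; inhibitors block probe labeling so polarization falls and inhibition rises; many of its hits are not listed in these tables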
TPT1 inh – blocks Candida albicans tRNA 2'-phosphotransferase. recombinant caTPT1, FP RNA substrate dephosphorylation. inhibition, % at 5 µM. 0.81% of 300,000 active. AID 1962;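 active = inhibition above the mean of all tested compounds plus 3 SD, set per screening campaign, cut at about 24% in these data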;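 also: plate controls were DMSO alone for no effect and ferristatin control at 100 nM for full effect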
GLD-1 RNA inh – GLD-1-TGE RNA interaction inhibition (C. elegans). Q17339. 0.44% of 320,000 active. AID 2280. inhibition, % at 5.96 µM. purified GLD-1 + fluorescein TGE RNA, fluorescence polarization;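 active = percent inhibition above a per-plate cutoff, the plate mean of test compounds plus 3 SD, cut at about 30% in these data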;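 also: 0% = DMSO wells with GLD-1 and probe and 100% = wells lacking GLD-1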
Fam108B inh – Fam108B inhibition, counter-screen for RBBP9 inhibitors. 0.33% of 300,000 active. recombinant Fam108B, FP-Rh probe fluorescence polarization. AID 1947. inhibition, % at 9.51 µM;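 active = inhibition above the screen mean inhibition plus 3 SD, computed separately per campaign, cut at about 18% in these data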;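 also: inhibitors lower polarization as less probe binds the enzyme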
BCLXL inh – inhibitors of human Bcl-xL; Q07817; GST-Bcl-xL / FITC-Bim BH3 peptide fluorescence polarization; inhibition, % at 10.9 µM; 0.7% of 320,000 active; AID 2129;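 active = inhibition above the mean of all tested compounds plus 3 SD, cutoff set per campaign, cut at about 30% in these data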;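 also: 0% = DMSO wells and 100% = unlabeled Bim-BH3 peptide competitor; inhibitors lower millipolarization by displacing the labeled peptide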
Target sequence (Q07817 whole entry, looked up): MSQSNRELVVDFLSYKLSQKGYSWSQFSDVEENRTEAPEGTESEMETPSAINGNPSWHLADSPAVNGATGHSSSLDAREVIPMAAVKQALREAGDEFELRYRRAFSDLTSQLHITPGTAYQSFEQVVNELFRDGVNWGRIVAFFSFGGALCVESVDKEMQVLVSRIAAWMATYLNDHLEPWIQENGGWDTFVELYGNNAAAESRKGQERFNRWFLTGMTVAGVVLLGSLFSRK
PAD4 FP inh – inhibitors of human PAD4; inhibition, % at 6.36 µM; 0.41% of 330,000 active; recombinant PAD4, RCA probe fluorescence polarization;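 active = percent inhibition above a cutoff equal to the mean of all tested compounds plus 3 SD, cut at about 15% in these data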;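 also: 0% = PAD4 with RCA probe and DMSO and 100% = probe without PAD4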
MCL1-BIM inh – MCL1-BIM-BH3 interaction inhibition (human) | Q07820 | GST-MCL1 / FITC-Bim-BH3 fluorescence polarization | inhibition, % at 10.9 µM | 0.68% of 320,000 active;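 active = inhibition above the mean inhibition of all tested compounds plus 3 SD, set per campaign, cut at about 40% in these data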;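 also: 0% = DMSO wells and 100% = unlabeled Bim-BH3 peptide control; higher means more loss of mP so more displacement of Bim peptide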
MEX-5 binding – C. elegans MEX-5 TCR-2 RNA binding activity | Q9XUB2 | MEX-5/FITC-TCR2 RNA binding, fluorescence polarization; hits give low values | activity score (negative = inhibition of binding), % at 10 µM | 0.38% of 300,000 active;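 active = inhibition past about -25% in most replicates, and total fluorescence under double the plate's negative control median, limit read from the data; inconclusive = replicates evenly split on the limit, or fluorescence at least double controls; inactive = too little inhibition in most replicates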;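 also: 0% = DMSO and -100% = 5 µM competing unlabeled TCR2 RNA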
Target sequence (Q9XUB2 whole entry, looked up): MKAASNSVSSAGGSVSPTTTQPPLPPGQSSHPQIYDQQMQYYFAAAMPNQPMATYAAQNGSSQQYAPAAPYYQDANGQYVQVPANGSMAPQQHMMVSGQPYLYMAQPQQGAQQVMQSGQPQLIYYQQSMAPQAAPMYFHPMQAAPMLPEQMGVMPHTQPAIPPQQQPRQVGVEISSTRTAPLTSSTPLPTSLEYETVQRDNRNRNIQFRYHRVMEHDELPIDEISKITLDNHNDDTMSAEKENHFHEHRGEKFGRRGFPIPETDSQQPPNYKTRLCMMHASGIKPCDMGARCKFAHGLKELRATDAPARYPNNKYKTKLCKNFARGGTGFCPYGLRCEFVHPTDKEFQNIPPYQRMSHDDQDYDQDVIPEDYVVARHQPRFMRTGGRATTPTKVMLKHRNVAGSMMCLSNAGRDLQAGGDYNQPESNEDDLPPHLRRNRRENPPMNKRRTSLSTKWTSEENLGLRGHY
GSTO1 counter – counter-screen for RBBP9 inhibitors: inhibitors of human GSTO1. inhibition, % at 5.96 µM. recombinant GSTO1, activity-based probe fluorescence polarization. P78417. 1.1% of 300,000 active;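 active = inhibition above the campaign mean inhibition plus 3 SD, cut at about 35% in these data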;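 also: 0% = GSTO1-1 with DMSO and 100% = wells lacking GSTO1-1 enzyme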
Target sequence (P78417 whole entry, looked up): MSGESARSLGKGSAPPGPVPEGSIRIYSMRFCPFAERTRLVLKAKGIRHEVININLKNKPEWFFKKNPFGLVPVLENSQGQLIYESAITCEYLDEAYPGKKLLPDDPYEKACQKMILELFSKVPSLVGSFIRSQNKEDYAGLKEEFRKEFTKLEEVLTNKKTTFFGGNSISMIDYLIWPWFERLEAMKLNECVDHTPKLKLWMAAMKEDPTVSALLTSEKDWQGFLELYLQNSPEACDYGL
An asterisk follows results filed as active; u = inconclusive; x = no result given.

SMILES	PME-1 primary	TPT1 inh	GLD-1 RNA inh	Fam108B inh	BCLXL inh	PAD4 FP inh	MCL1-BIM inh	MEX-5 binding	GSTO1 counter
COc1ccc(CN(C(=O)CCC(=O)N2CCCCC2)c2nccs2)cc1OC	-2	-7	2	3	6	2	8	0.0	-1
COc1cc(S(=O)(=O)Nc2cccc3cn[nH]c23)c(OC)cc1C	-3	2	9	0	2	-3	-3	3.8	1
CCCCNC(=O)c1onc(CSc2ccc(Cl)cc2)c1C(=O)NCCCC	-1	1	-3	-4	6	1	8	1.1	-1
COc1cccc(NC(=O)Nc2cc(C(=O)NC(C)C)ccc2N2CC3CC(C2)c2cccc(=O)n2C3)c1 (configuration not stated)	-1	-3	-4	-4	6	-3	6	0.7	-3
O=C(Nc1ccccc1NS(=O)(=O)c1ccc(F)cc1)C1CCC1	2	0	-2	-1	5	1	-1	-1.4	-10
COc1ccc(NC(=O)c2c(C)noc2-c2snnc2C)cc1	3	1	6	6	3	0	2	-1.0	0
O=C(O)CC(C(=O)NCc1ccccc1)C1CCCO1 (configuration not stated)	-7	-4	0	-2	4	-2	-5	2.3	-4
Cc1cccc(CCNCc2c(C(=O)O)c(C)n(-c3ccccc3)c2C)c1	2	3	2	-2	-6	-5	-5	2.2	-2
C/C=C(\NC(C)=O)c1ccccc1	-6	x	3	x	1	-2	-3	x	x
Cc1nc(-c2ccccc2)sc1C(=O)/C=C/c1ccc(Cl)cc1	-6	-4	7	-13	7	-5	1	3.1	-6
CCOC(CNC(=O)c1cc2c(=O)n(CC)c3ccccc3c2s1)OCC	4	-4	-2	-1	20	-2	23	1.0	0
COc1ccc(NS(=O)(=O)c2ccc(O)c(NC(=O)c3ccc(S(=O)(=O)N4CCCC4)cc3)c2)cc1	-4	-3	5	3	2	-2	4	3.8	2
O=C(NN1C(=O)/C(=C/c2ccc(O)cc2)SC1=S)c1ccccc1O	-62	55*	-108	-39	-17	-22	-46	u	3
CC(C)CCN1CCN(Cc2cccn2-c2cccnc2)CC1CCO (configuration not stated)	0	4	9	-4	4	-1	2	-1.9	2
O=C(NCCc1c[nH]c2ccccc12)N[C@@H](Cc1ccccc1)C(=O)O	3	-2	-29	5	2	-6	6	1.4	3
COc1ccc(CNS(=O)(=O)c2ccc(F)c(C(=O)Nc3ccc(OC)cc3)c2)cc1	-7	-1	5	0	2	-6	1	1.0	4
Cc1ccc(C(=O)NC(=S)Nc2ccccc2C(F)(F)F)c(C)c1	0	6	5	-3	-5	-4	-3	0.6	0
CCOC(=O)C1CCN(S(=O)(=O)c2cccc(C(=O)Nc3ccccc3)c2)CC1	-2	-3	-3	-3	2	-1	-2	2.2	-2
CCOC(=O)/C(O)=C(\C#N)c1nc2ccccc2[nH]1	13	9	-1	1	0	-4	-9	-1.6	3
OCCNc1ncnc2c1ncn2Cc1ccccc1	-11	-1	2	-1	0	1	-1	0.2	1
CCOC(=O)c1ccccc1NC(=S)N1CCN(C2CCCCC2)CC1	-2	1	1	-2	3	0	5	-1.2	1
Cc1cc(C)c(NC(=O)CCCN2CCN(C)CC2)c(C)c1	2	0	-8	-2	7	0	4	3.2	6
COc1ccc2c(CC(=O)Nc3ccc(OC)c(S(=O)(=O)N4CCOCC4)c3)coc2c1	-6	0	5	2	4	-5	2	1.1	-1
COCCCN(C(=O)c1cc(-c2ccco2)nc2ccccc12)c1c(N)n(Cc2ccccc2)c(=O)[nH]c1=O	-3	8	-2	6	12	-5	25	-2.0	-1
COc1ccc(CCNC(=O)CC(NS(=O)(=O)c2ccc(NC(C)=O)cc2)C(C)C)cc1OC (configuration not stated)	-1	-2	2	-1	4	-3	2	1.2	12

An excerpt from above, limited to GLD-1 RNA inh, GSTO1 counter and Fam108B inh:
mol	GLD-1 RNA inh	GSTO1 counter	Fam108B inh
COc1ccc(NS(=O)(=O)c2ccc(O)c(NC(=O)c3ccc(S(=O)(=O)N4CCCC4)cc3)c2)cc1	5	2	3
O=C(NN1C(=O)/C(=C/c2ccc(O)cc2)SC1=S)c1ccccc1O	-108	3	-39

Additional entries follow.
SMILES	PME-1 primary	TPT1 inh	GLD-1 RNA inh	Fam108B inh	BCLXL inh	PAD4 FP inh	MCL1-BIM inh	MEX-5 binding	GSTO1 counter
CCCCN1C(=O)CC(Nc2ccc(CC)cc2)C1=O (configuration not stated)	-3	2	3	5	8	1	5	0.5	6
Cc1ccccc1-n1ncc(C(C)NS(=O)(=O)c2sccc2C)c1C (configuration not stated)	8	2	-7	2	4	1	-3	-2.4	-2
COc1ccc(/C=N/NC(=O)c2ccc(NC(=O)c3cccc([N+](=O)[O-])c3)cc2)c(C(=O)O)c1OC	-13	2	-6	-7	4	-5	2	-0.1	-10
COC(=O)Cc1cc(OC)c(OC)cc1Cc1cc(OC)c(OC)cc1CC(=O)OC	6	1	10	-1	-4	-3	0	1.5	5
O=C(NNC1=NCCC1)c1cccc(Br)c1	-9	-6	2	-1	0	3	-5	-0.9	-2
CC(C)c1[nH]c(=O)c(C#N)c2c1COC(C)(C)C2	1	5	4	-1	0	-1	-1	-0.7	-9
Brc1ccc(C=Nc2ccc(Nc3ccccc3)cc2)s1	-1	6	4	3	9	24*	2	0.5	37*
CSc1nc2c(c(=O)[nH]1)C(c1ccccc1)C1=C(CC(C)(C)CC1=O)N2 (configuration not stated)	-4	-2	3	0	-1	1	-4	-1.6	-2
CCOC(=O)Cn1c(=O)oc2cc(S(=O)(=O)Nc3cc(Cl)ccc3OC)ccc21	3	4	-1	0	-4	-5	-6	-4.9	4
O=S(=O)(c1ccccc1)N1CCN(c2ncnc3scc(-c4ccccc4)c23)CC1	-3	3	-7	-5	0	3	-7	4.0	-6
COc1ccc(N2CCN(C(C)C(=O)N(C)Cc3ccccc3)CC2)cc1 (configuration not stated)	1	5	5	0	-3	-3	-7	-0.6	0
Cc1ccc(CN=c2c([N+](=O)[O-])nn(-c3cccc(C)c3)n2O)cc1	-3	1	-1	0	-2	-2	-1	0.0	3
O=C1CCCN1CCC1CCN(C2CC(=O)N(Cc3ccc(N4CCCC4=O)cc3)C2=O)CC1 (configuration not stated)	2	-3	-5	3	10	-5	10	-3.0	-3
CCN1CCN(CC#CCOc2ccccc2OC)CC1	-5	-6	-6	2	5	0	2	-3.0	3
Cc1cc(SC(C)C(=O)NCC(=O)Nc2ccc(F)c(F)c2F)nc2ccccc12 (configuration not stated)	-6	4	-1	-4	-2	-2	-9	-0.9	6
CCOC(=O)C(=Cc1ccccc1OC)C(=O)OCC	0	1	3	-1	6	-3	-1	-2.0	1
Brc1ccccc1Cn1cnc2ccccc21	-13	-3	3	-2	76*	-1	10	2.7	12
COc1ccccc1C(=O)NC1CCN(C(=O)Nc2ccc(F)cc2)CC1	-3	0	1	4	4	0	-2	-3.2	2
COc1ccc(C2CN=NC23CCc2ccccc2C3=O)cc1 (configuration not stated)	-1	-3	1	2	7	2	0	0.0	10
COc1ccc(OC)c(NC(=O)COC(=O)c2ccc(S(=O)(=O)N3CCOCC3)cc2)c1	-3	-2	4	2	10	0	16	-1.3	6
O=C(NCCOc1ccccc1)C1CCC(=O)N(CCN2CCOCC2)C1 (configuration not stated)	-9	-1	3	2	6	-4	-7	-1.3	4
N#Cc1c2c(c[nH]c1=O)CCN2Cc1ccccc1	-3	5	0	-7	7	-1	6	-1.5	-2
Cc1c(C(=O)Nc2ccc(F)cc2)cn2c(nc3ccccc32)c1C#N	-11	4	-3	-16	-3	-1	-13	-3.3	-11
CSCSC1=C(C#N)C(c2ccc(Cl)cc2)C(C(C)=O)=C(C)N1 (configuration not stated)	0	0	1	4	6	-1	2	x	-11
COc1ccccc1NC(=O)CC(=O)c1cccc([N+](=O)[O-])c1	2	1	3	0	0	-1	3	2.7	-1

13 of these compounds in another layout:
Results follow in this order: PME-1 primary, TPT1 inh, GLD-1 RNA inh, Fam108B inh, BCLXL inh, PAD4 FP inh, MCL1-BIM inh, MEX-5 binding, GSTO1 counter
- O=C1CCCN1CCC1CCN(C2CC(=O)N(Cc3ccc(N4CCCC4=O)cc3)C2=O)CC1 (configuration not stated)
→ 2, -3, -5, 3, 10, -5, 10, -3.0, -3
- CCN1CCN(CC#CCOc2ccccc2OC)CC1
→ -5, -6, -6, 2, 5, 0, 2, -3.0, 3
- Cc1cc(SC(C)C(=O)NCC(=O)Nc2ccc(F)c(F)c2F)nc2ccccc12 (configuration not stated)
→ -6, 4, -1, -4, -2, -2, -9, -0.9, 6
- CCOC(=O)C(=Cc1ccccc1OC)C(=O)OCC
→ 0, 1, 3, -1, 6, -3, -1, -2.0, 1
- Brc1ccccc1Cn1cnc2ccccc21
→ -13, -3, 3, -2, 76*, -1, 10, 2.7, 12
- COc1ccccc1C(=O)NC1CCN(C(=O)Nc2ccc(F)cc2)CC1
→ -3, 0, 1, 4, 4, 0, -2, -3.2, 2
- COc1ccc(C2CN=NC23CCc2ccccc2C3=O)cc1 (configuration not stated)
→ -1, -3, 1, 2, 7, 2, 0, 0.0, 10
- COc1ccc(OC)c(NC(=O)COC(=O)c2ccc(S(=O)(=O)N3CCOCC3)cc2)c1
→ -3, -2, 4, 2, 10, 0, 16, -1.3, 6
- O=C(NCCOc1ccccc1)C1CCC(=O)N(CCN2CCOCC2)C1 (configuration not stated)
→ -9, -1, 3, 2, 6, -4, -7, -1.3, 4
- N#Cc1c2c(c[nH]c1=O)CCN2Cc1ccccc1
→ -3, 5, 0, -7, 7, -1, 6, -1.5, -2
- Cc1c(C(=O)Nc2ccc(F)cc2)cn2c(nc3ccccc32)c1C#N
→ -11, 4, -3, -16, -3, -1, -13, -3.3, -11
- CSCSC1=C(C#N)C(c2ccc(Cl)cc2)C(C(C)=O)=C(C)N1 (configuration not stated)
→ 0, 0, 1, 4, 6, -1, 2, x, -11
- COc1ccccc1NC(=O)CC(=O)c1cccc([N+](=O)[O-])c1
→ 2, 1, 3, 0, 0, -1, 3, 2.7, -1

Assay outcomes: PubChem, several laboratories

Not all compounds are listed (hit frequency here may not be typical).
